Bioassay records deposited in PubChem by several laboratories.
hgDAF-12 ag: agonists of H. glycines DAF-12 nuclear receptor; HEK293 GAL4-hgDAF12 UAS-luciferase reporter, agonist luminescence; normalized to butyrate control; activation, % at 6.8 µM; 370,000 tested, 1.8% active; AID 687014;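 active = activation above a cutoff set at the mean of all screened compounds plus 3 SD, cut at about 10% in these data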;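 note: 0% = DMSO wells and 100% = sodium butyrate wells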
DAX1 inh-1: DAX1 (NR0B1) inhibition, primary screen | HEK293T StAR-luciferase reporter, SF-1/DAX-1 repression relief | inhibition, % at 6.8 µM | 370,000 tested, 1.1% active | AID 652010;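 active = inhibition above the mean over all tested compounds plus 3 SD, cut at about 3.6% in these data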;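 note: 0% = DAX-1 cells with DMSO and 100% = cells lacking DAX-1 with DMSO; higher inhibition means more luminescence from relief of DAX-1 repression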
DAX1 inh-2: inhibitors of human orphan nuclear receptor DAX1 (NR0B1); P51843; HEK293 Gal4-DAX1 luciferase reporter, luminescence; inhibition, % at 6.75 µM; 340,000 tested, 0.99% active; AID 504766;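 active = inhibition above the mean over all tested compounds plus 3 SD, cut at about 4.2% in these data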;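 note: 0% = DAX1-transfected cells with DMSO and 100% = empty-vector control cells with DMSO; inhibition shows as a rise in luminescence from relieved DAX1 repression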
Target sequence (P51843 207-470 limits assumed): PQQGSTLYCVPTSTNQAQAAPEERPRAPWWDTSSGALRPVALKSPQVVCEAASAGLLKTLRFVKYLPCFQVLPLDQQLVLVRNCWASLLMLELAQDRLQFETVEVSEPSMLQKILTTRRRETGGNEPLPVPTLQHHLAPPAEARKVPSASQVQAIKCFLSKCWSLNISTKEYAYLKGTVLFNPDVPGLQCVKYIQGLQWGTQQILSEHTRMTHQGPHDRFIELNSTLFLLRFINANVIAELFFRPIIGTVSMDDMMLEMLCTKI
NPR1 activator: GC-A (human) enzyme activation | HEK293 GC-A cells, cGMP TR-FRET, EC30 ANP; 0% at EC30 ANP, 100% saturating ANP | activation, % at 10 µM | 370,000 tested, 0.14% active | P16066; in the data active = activation above about 40%
hcDAF-12 act: activators of H. contortus DAF-12 nuclear receptor. HEK293 hcDAF-12 lit1-tk-luc reporter, luminescence; 0% DMSO, 100% Δ7-dafachronic acid. activation, % at 6.8 µM. 370,000 tested, 1.4% active. AID 652067;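 active = activation above the mean of all tested compounds plus 3 SD, cut at about 5.5% in these data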;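 note: 100% = response to 3 µM Δ7-dafachronic acid high control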
SMARCA2 act: increases SMARCA2 function in MMTV reporter cells; MG213 cells, MMTV-luciferase reporter, dexamethasone, overnight; activation, % at 9.1 µM; 370,000 tested, 1% active; AID 652017; in the data active = activation above about 7.8%;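 note: 0% = vehicle wells and 100% = reference activator wells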
KLK7 zymogen act: proKLK7 (human) activation, primary screen | activation, % at 7 µM | 370,000 tested, 0.9% active | P49862 | purified proKLK7, EDANS-DABCYL substrate fluorescence; 100% is mature enzyme control, 0% vehicle;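 active = activation above the mean of all tested compounds plus 3 SD, computed per campaign excluding outliers beyond control limits, cut at about 13% in these data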
Target sequence (P49862 whole entry, looked up): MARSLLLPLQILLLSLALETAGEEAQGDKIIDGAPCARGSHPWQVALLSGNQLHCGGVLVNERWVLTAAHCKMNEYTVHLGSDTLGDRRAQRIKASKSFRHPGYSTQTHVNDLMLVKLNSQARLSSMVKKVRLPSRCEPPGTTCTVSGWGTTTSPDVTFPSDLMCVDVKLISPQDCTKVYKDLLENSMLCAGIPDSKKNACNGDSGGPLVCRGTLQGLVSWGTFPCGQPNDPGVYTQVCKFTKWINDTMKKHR
HGIII-sPLA2 inh: Blocks human group III sPLA2 activity | 370,000 tested, 0.56% active | AID 743126 | inhibition, % at 12.2 µM | Q9NZ20 | QFRET BODIPY PC-A2 liposome hydrolysis, fluorescence;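 active = inhibition above mean plus 3 SD of compounds lying within the high and low control bounds, cut at about 19% in these data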;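 note: 0% = median of test compound wells and 100% = no enzyme DMSO wells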
Target sequence (Q9NZ20 whole entry, looked up): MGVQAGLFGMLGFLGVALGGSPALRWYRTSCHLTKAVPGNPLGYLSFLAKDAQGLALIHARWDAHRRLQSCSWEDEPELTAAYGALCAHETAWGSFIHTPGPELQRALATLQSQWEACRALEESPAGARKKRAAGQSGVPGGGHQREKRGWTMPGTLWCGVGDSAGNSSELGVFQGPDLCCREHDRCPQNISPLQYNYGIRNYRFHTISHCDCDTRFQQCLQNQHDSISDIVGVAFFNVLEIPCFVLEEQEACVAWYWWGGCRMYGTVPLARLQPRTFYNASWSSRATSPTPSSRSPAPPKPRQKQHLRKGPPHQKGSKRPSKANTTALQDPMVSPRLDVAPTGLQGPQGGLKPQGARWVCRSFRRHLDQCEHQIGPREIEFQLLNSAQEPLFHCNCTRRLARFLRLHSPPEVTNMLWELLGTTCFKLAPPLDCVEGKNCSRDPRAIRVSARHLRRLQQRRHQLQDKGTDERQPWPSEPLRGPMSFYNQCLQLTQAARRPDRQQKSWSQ
ssDAF12 agonist: activators of S. stercoralis DAF-12 nuclear receptor; HEK293 ssDAF-12/GRIP1 lit1-tk-luc reporter, luminescence; % of 3 µM dafachronic acid response; activation, % at 6.8 µM; 370,000 tested, 1% active;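 active = activation above the mean over all tested compounds plus 3 SD, cut at about 0.9% in these data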;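 note: 0% = DMSO-only wells and 100% = 3 µM delta7-dafachronic acid wells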
GC-B act: GC-B (human) receptor activation; activation, % at 10 µM; HEK293-GC-B cells, CNP EC30, cGMP TR-FRET; 0% at EC30 CNP, 100% saturating CNP; 370,000 tested, 0.11% active; P20594;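 active = activation at 10 µM reaching about 35% in either raw or pattern-adjusted values, limit read from the data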
GAA850 FXN act: frataxin GAA850 promoter activation | HEK293 lucGAA850 FXN promoter luciferase reporter, 24 h; percent of 10 µM SAHA response | activation, % at 6 µM | 360,000 tested, 0.56% active | AID 540364;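 active = activation above the average of all compounds screened plus 3 SD, cutoff fixed separately per campaign, cut at about 7.5% in these data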;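 note: 0% = DMSO wells and 100% = 10 µM SAHA wells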
* = called active by the depositor; / = not tested or not shown.

Value order – hgDAF-12 ag, DAX1 inh-1, DAX1 inh-2, NPR1 activator, hcDAF-12 act, SMARCA2 act, KLK7 zymogen act, HGIII-sPLA2 inh, ssDAF12 agonist, GC-B act, GAA850 FXN act
- CCOC(=O)N1CCN(C(=O)/C(=C/c2ccc(Cl)cc2)NC(=O)c2ccccc2)CC1
→ -1.5, 1.6, 1.1, 2, -0.9, 0, 0.4, -10, -1.9, -1, 1.1
- COc1ccc(C2SCCN2C(=S)Nc2cccc(C(F)(F)F)c2)cc1 (stereo unspecified)
→ -3.8, -0.2, -0.1, 0, -2.2, -2, -0.5, -3, -1.6, -5, -1.2
- O=C(NCCc1ccccc1)C(NS(=O)(=O)c1cccc2nsnc12)c1ccccc1 (stereo unspecified)
→ -0.6, 0.1, 0.2, 2, 3.7, -3, -0.1, -6, -1.6, 3, 2.2
- Cc1ccc(NC(=O)/C(=C\c2ccccc2)NC(=O)c2ccco2)cc1
→ -1.4, 0.9, 0.3, 2, -0.9, -6, 0.1, -2, -0.4, -4, 1.1
- COc1cccc(NC(=O)CN2CCCCCC2)c1
→ 9.1, 0.4, -1.1, 1, 4.3, 3, 0.7, 1, -0.2, 6, 2.8
- O=C(CNC(=O)c1ccccn1)N/N=C/c1ccc2c(c1)OCO2
→ 3.7, 0.0, -2.3, -2, 0.0, 1, 0.0, 3, -1.2, 7, 2.4
- CCC1=NN(C(=O)c2cccc(Br)c2)C(O)(c2ccc(Br)cc2)C1 (stereo unspecified)
→ 2.7, 0.5, 0.5, -6, 0.3, 7, -0.9, -6, -1.0, -11, 3.0
- O=C(C1=NN[C@@H]2C(=O)N(c3cccc(C(F)(F)F)c3)C(=O)[C@H]12)c1ccc2ccccc2n1
→ -13, -2.6, -0.3, 1, -4.9, -5, 0.2, -16, -2.9, 2, 0.2
- COC(=O)CCC(=O)Nc1ccc(Cl)c(Cl)c1
→ -0.6, 0.2, 1.6, 6, -1.4, -1, 0.1, 3, -0.6, 2, 1.8
- COc1ccc(-c2csc(NC(=O)CS(=O)(=O)c3ccccc3)n2)cc1OC
→ -3.1, 0.3, 0.5, -1, 0.9, -2, 0.2, -19, -1.8, 6, 1.1
- COc1ccc(N=C(C)C2=C(O)COC2=O)cc1
→ 0.6, 1.3, 0.6, 4, 1.1, 0, -0.4, 13, -1.1, 0, -0.2
- CCCc1cc(=O)oc2cc(OCC(=O)NC3CC(C)(C)NC(C)(C)C3)ccc12
→ 5.5, -3.9, 0.5, -1, 0.1, 0, -0.3, 3, -1.2, -3, -0.3
- CCn1ncc(/C=C/C(=O)Nc2c(C)nn(Cc3ccc(Cl)cc3Cl)c2C)c1C
→ -6.4, -2.1, -3.0, 2, -4.4, -1, 1.1, -6, -2.4, -1, -2.5
- Cc1ccccc1NC(=O)Cc1cccs1
→ 1.6, -0.3, -0.8, 2, -2.1, 1, 0.1, -1, 0.5, -2, 0.8
- Cc1ccccc1Cn1cc(CCC(=O)N2CCOCC2)c2ccccc21
→ 1.4, -0.3, 0.0, -2, 0.8, -3, 1.4, -1, -0.5, 1, 1.4
- COc1ccccc1CC(=O)N1CCCC(CCC(=O)NCc2ccccc2F)C1 (stereo unspecified)
→ -1.6, -0.4, 0.5, 2, -1.1, -1, -0.3, 1, -1.0, 0, 0.1
- COC(C/C=C/[C@H](O)COCc1ccccc1)OC
→ 3.1, 0.0, -0.1, -1, -0.9, -1, -0.6, 7, -0.9, 2, -2.8
- CCN(CC)CCCNC(=O)C1(N[C@@H](Cc2c[nH]c3ccccc23)C(=O)NCC(OC)OC)CCCCC1
→ 3.1, /, /, 0, 2.9, /, /, -3, -1.1, 1, /
- CCc1ccc(N(C(=O)c2csnn2)C(C(=O)NC(C)(C)CC)c2ccccn2)cc1 (stereo unspecified)
→ 1.1, 0.8, 2.5, -40, 1.0, 5, 0.1, 7, -0.8, -16, 5.0
- Cn1c(SCC(=O)NC2CCCCC2)nnc1-c1ccccc1F
→ 0.3, -0.2, -0.6, -3, -1.9, 0, -0.2, -2, -1.6, 7, 1.0
- COC(=O)COc1ccc(S(=O)(=O)NCCC2=CCCCC2)cc1C
→ -1.6, 0.5, -1.1, 7, -0.4, 3, -0.1, -25, -2.0, 3, 0.6
- Cc1cccc2cc(CN(CC3CCCO3)C(=O)c3ccco3)c(=O)[nH]c12 (stereo unspecified)
→ -1.6, 0.2, -0.4, -2, -0.8, -1, 0.3, 5, -1.1, 2, 1.5
- COc1ccc(CN(C)C(=O)C2CC(=O)N(c3ccc4c(c3)OCCO4)C2)c(OC)c1 (stereo unspecified)
→ -1.9, -0.9, -0.1, 18, -0.3, 1, -0.1, -5, -1.3, 20, 1.8
- CC(=O)NCCc1nc2ccccc2n1Cc1cc(C)ccc1C
→ -2.5, 0.7, -0.5, 0, -0.7, 1, 0.7, 2, -1.4, -3, -1.0
- CCCn1c(CCc2ccccc2)n[nH]c1=S
→ -1.5, -0.3, -0.8, 0, -0.7, 2, -0.5, 7, -1.7, 3, 2.1
- COc1ccccc1C(=O)N/C(=C/c1ccc(Br)cc1)C(=O)NCCO
→ 0.7, -0.5, 2.4, -7, -0.7, 1, -0.5, -3, -0.8, 2, -0.1
- COc1ccc(CNC(=O)C2CCCN2C(=O)NC2CCCCC2)cc1 (stereo unspecified)
→ 0.8, -0.4, 1.0, 2, -0.5, -3, 0.5, 6, -1.1, 1, -0.8
- Cc1ccc(C(=O)Nc2ccncc2)c(C)c1
→ 2.3, -0.7, 0.7, 4, -2.9, -3, -0.2, 8, -1.4, 2, 1.9
- COc1ccc(/C=N/NC(=O)Nc2cccc3nsnc23)cc1OC
→ -1.1, -0.1, -0.5, 21, -1.0, 1, -0.4, 3, -1.5, -5, 5.0
- O=c1[nH]c(-c2ccc(Cl)cc2)cs1
→ -0.2, 0.2, 1.1, -1, -1.9, -4, 0.0, 14, -1.6, -3, -0.5
- CC(=O)c1ccc(N2CCN(C(C)C(=O)Nc3ccc4c(c3)OCCO4)CC2)cc1 (stereo unspecified)
→ -3.2, -1.3, -0.2, -3, -0.6, -4, 0.6, -7, -1.8, -4, 0.3
- Cc1ccc(Cl)cc1NC(=O)CC(O)(C(F)(F)F)C(F)(F)F
→ -6.8, -1.9, -1.9, 9, -0.5, -5, 0.1, -4, -2.1, 2, -0.5
- CCc1cc(=O)oc2cc(C)cc(OC(=O)c3ccco3)c12
→ -1.9, -0.9, -0.3, -33, -0.5, -1, 2.1, 0, -0.3, -14, -1.3
- C=CCn1c(-c2ccc(OC)cc2)csc1=Nc1c(C)n(C)n(-c2ccccc2)c1=O
→ -2.5, -2.1, -1.4, -2, -3.4, -2, 0.3, 7, -1.9, 1, -2.8
- COc1ccc(NC(=O)CN(C)C(=O)CCc2nc3cc(S(=O)(=O)N4CCOCC4)ccc3n2C)cc1
→ -1.1, 0.5, 0.3, -1, 0.4, -1, 0.2, 3, -1.1, 2, 1.8
- Cn1c(C(=O)O)c(CC(=O)Nc2ccc3c(c2)OCCO3)c2ccccc21
→ -9.5, -2.4, -1.0, 4, -5.1, -6, -2.3, -11, -1.8, -1, -9.7
- CC(=O)c1cccc(-n2nnnc2SCC(=O)NNC(=O)C2CCCCC2)c1
→ -0.7, -0.7, 0.0, -6, -1.3, 0, -0.5, -6, -1.6, 2, 1.5
- COc1ccc(C(C)=O)cc1CS(=O)(=O)CC(=O)NCCc1c[nH]c2ccccc12
→ 1.5, -0.9, 0.7, -3, 3.8, 9.0*, 0.4, -59, 0.0, 1, 0.0
- CN(C(=O)c1ccccc1C(=O)OCC(=O)NCc1ccccc1)C1CCCCC1
→ 2.2, -0.5, 0.9, 0, 0.0, 1, -0.3, -2, -1.3, 5, -0.2
- Cc1sc2nc(C3CC3)nc(N3CCN(C(=O)c4ccc(F)cc4)CC3)c2c1C
→ -1.6, -1.2, -1.7, -5, -3.9, -1, 0.2, -6, -1.9, -1, 0.1
- O=C(COCc1cc(-c2ccc3c(c2)OCO3)on1)Nc1cccnc1
→ -4.5, -2.1, -2.0, 0, -3.5, 0, 0.0, 0, -1.0, 0, -1.2
- CC1CCCN(C(=O)COC(=O)C2CCN(S(=O)(=O)c3ccc4c(c3)OCCO4)CC2)C1 (stereo unspecified)
→ -0.1, -0.8, 1.1, 4, 0.7, -1, 0.4, -6, -1.0, 1, 1.9
- C=CCC1C=C(Cc2ccccc2)CC(CC=C)N1 (stereo unspecified)
→ -1.6, -0.4, -0.2, -7, 0.3, -1, 0.0, -1, -1.4, 0, -2.1
- COc1cccc(N2C(=O)CC(c3c[nH]c4ccccc34)C2=O)c1 (stereo unspecified)
→ 0.0, 1.3, 0.1, 7, 4.3, -2, -0.6, -16, 0.1, 0, -0.9
- Cc1ccc(NC(=O)CCn2cccc2)cc1C
→ -0.8, 0.2, 0.1, 2, -0.5, -1, 0.1, -16, -1.2, 3, 1.7
- CC1=C(C(=O)OC(C)C)C(c2ccc(Cl)cc2)n2c(sc(=Cc3ccc(OCC(=O)O)cc3)c2=O)=N1 (stereo unspecified)
→ 0.4, -0.3, /, -7, -2.8, 1, -0.7, -12, -0.9, -6, 0.1
- CC1(C)N=C(N)N=C(N)N1c1ccc(F)cc1F
→ -1.9, 1.4, -0.1, 6, 0.7, 0, -0.4, 5, -1.3, 5, -2.7
- CCN(CC)CCN(C(=O)c1ccc(N2C(=O)CCC2=O)cc1)c1nc2cc3c(cc2s1)OCCO3
→ 1.9, 1.4, 1.5, 4, 1.6, -3, 0.3, 1, -0.3, 1, 3.1
- COc1ccc(N2CCN(C(=O)CCc3c[nH]c4ccccc34)CC2)cc1
→ -1.1, 0.1, -0.4, -13, 0.0, -5, 0.7, -21, -1.2, -12, 0.6
- CCn1cc(CNC(=O)c2cc(-c3cc(OC)ccc3OC)nc3ccccc23)c(C)n1
→ -1.8, -1.2, -0.6, 5, -1.4, -3, 0.6, 6, -1.0, 6, 1.2
- COc1cc(/C=C/C(=O)N2CCC=CC2=O)cc(OC)c1OC
→ -5.0, 0.5, -0.6, 15, 0.0, -9, 1.6, 5, -0.8, 8, -12
- CCN(CC)S(=O)(=O)c1ccc(/C(O)=C(\C#N)c2nc3ccccc3n2C)cc1
→ -1.0, -0.4, -0.6, 5, -2.1, -2, 0.1, -7, -1.2, 6, -1.1
- Cc1cc(C(C)(C)C)cc(S(=O)(=O)NCCO)c1C
→ 1.7, -0.1, 0.0, 2, -2.1, -1, 0.6, -1, -1.6, 13, 1.3
- CCCCN1CC[C@H]2C=CC[C@@H](C(=O)NCCc3ccccc3)[C@H]2C1=O
→ 1.8, -0.2, 0.1, -2, 0.5, 1, 0.5, 1, -1.3, 4, -1.5
- COc1ccc(C2C(C(C)=O)=C(O)C(=O)N2c2cccnc2)cc1OC (stereo unspecified)
→ 0.9, -0.2, -1.1, -1, -1.6, 5, 0.0, -3, -0.6, 4, -1.2
- COc1ccc(/C=C2/SC(=S)N(CCCC(=O)N3CCN(C)CC3)C2=O)cc1
→ -3.6, -1.2, 0.2, 0, -3.7, -5, 0.4, -18, -1.3, 0, -6.7
- CCc1nonc1NC(=O)c1oc2cc(Br)ccc2c1C
→ 0.7, 0.2, 0.7, 5, -0.8, -2, -0.3, 2, -1.3, 3, 3.3
- Cc1cccc(N(C)C(=O)c2cc(S(=O)(=O)N3CCCC3)cn2C)c1
→ 1.2, 1.0, 0.2, 3, -1.1, -1, 0.0, -3, -0.9, -1, 0.1
